# Compound activity from PubChem BioAssay.
# Tb MetRS inh: Trypanosoma brucei MetRS inhibition; inhibition, % at 11.9 µM; AID 624268; actives 0.4% (n = 360,000); purified T. brucei MetRS, ATP depletion, Kinase-Glo luminescence;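 active = inhibition above a per-plate cutoff of the control wells' mean inhibition plus 3 SD, cut at about 5.5% in these data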;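 also: 0% = DMSO wells median and 100% = median of wells with control inhibitor compound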
#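 technique = Kinase-Glo luminescence, ATP depletion format | system = purified MetRS (methionyl-tRNA synthetase) enzyme from Trypanosoma brucei | timing = 15 min preincubation, 2 h reaction, all 25 °C | evaluation = percent inhibition versus plate control medians | dosing = single dose, 11.9 µM final nominal, 0.9% final DMSO | also added = substrates ATP, L-methionine and bulk Escherichia coli tRNA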
# DNMT1 inh: inhibitors of human DNMT1. DNMT1 molecular beacon, Hinp1I cleavage, fluorescence. inhibition (reported as % activation of signal), % at 10 µM. actives 0.83% (n = 360,000). P26358; in the data active = inhibition above about 50%
# LMPTP inh: LMPTP (human) inhibition; P24666; recombinant LMPTP-A, OMFP fluorogenic substrate, fluorescence intensity; inhibition, % at 20 µM; actives 0.22% (n = 360,000); AID 651560;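 active = compounds that cut the enzyme signal by at least half of the control window in the single-dose screen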;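 also: plate controls were DMSO wells with enzyme plus substrate for no effect and substrate without enzyme for full effect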
# Target sequence (P24666 whole entry, looked up): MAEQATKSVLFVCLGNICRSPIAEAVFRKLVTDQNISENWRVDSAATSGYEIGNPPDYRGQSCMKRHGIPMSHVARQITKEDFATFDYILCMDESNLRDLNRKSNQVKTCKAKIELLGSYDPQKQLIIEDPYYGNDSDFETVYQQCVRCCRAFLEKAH
#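 Test system – LMPTP-A phosphatase enzyme · Quantity – 0.625 nM LMPTP-A final · Reagent – OMFP substrate, 400 µM final · Dosing – one test concentration per compound, 20 µM, with 3% DMSO overall · Timing – 50 min enzyme reaction at room temperature, protected from light · Detection – fluorescence intensity · Controls – substrate-only low control, DMSO enzyme-plus-substrate high control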
# PABP1 MLLE inh: blocks PAM2 peptide binding to the PABP1 MLLE domain | AID 588489 | GST-MLLE / FITC-PAM2 fluorescence polarization | inhibition, % at 20 µM | actives 0.36% (n = 360,000); in the data active = inhibition above about 35%, passing the limit was not always enough;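 also: plate controls were DMSO wells with GST-MLLE for no effect and wells lacking GST-MLLE protein for full effect; some results filed as inactive read as strong as hits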
# CSN deneddyl inh: inhibitors of human CSN-mediated cullin deneddylation; Q92905; Purified CSN, SCF-Nedd8-OG deneddylation, fluorescence polarization; inhibition, % at 12.5 µM; actives 0.38% (n = 360,000); AID 651999;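 active = pattern-corrected inhibition above about 35%, with an unprinted fluorescence ratio check between 0.5 and 1.5, limit read from the data, passing the limit was not always enough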;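 also: 0% = enzyme with substrate and 100% = substrate without enzyme; some results filed as inactive read as strong as hits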
#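 test system = HEK293T-derived human Csn5 enzyme | amount = 0.24 nM Csn5 enzyme, final concentration | medium = Tris/NaCl/DTT buffer, pH 7.5 | schedule = 90 min reaction at room temperature | signal = FP | evaluation = inhibition of Csn5 cleavage, % | compound dosing = single dose of 12.5 µM compound with 0.25% DMSO | probe or stimulus = 10 nM SCFSkp2-Nedd8OG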
# SUMO1-SIM PPI: modulators of human SUMO1-mediated protein-protein interactions | P63165 | SUMO1 binding to a labelled peptide, TR-FRET, 1 h | inhibition, % at 20 µM | actives 0.33% (n = 360,000); in the data active = inhibition above about 37%
# Target sequence (P63165 whole entry, looked up): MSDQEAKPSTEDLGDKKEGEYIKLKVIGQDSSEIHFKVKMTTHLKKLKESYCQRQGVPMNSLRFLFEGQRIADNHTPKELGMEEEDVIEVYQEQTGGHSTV
# Rpn11 block: inhibitors of human proteasome Rpn11; human 26S proteasome, Ub4-pepOG fluorescence polarization; 20S core pre-blocked with epoxomicin; actives 0.59% (n = 360,000); calls only at 20 µM;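 active = inhibition at 20 µM, scaled to each plate's controls, above about 33%, limit read from the data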
# NadD block: NadD (S. aureus) enzyme inhibition. actives 0.78% (n = 360,000). purified NadD enzyme, colorimetric absorbance read-out. inhibition, % at 20 µM; in the data active = inhibition above about 26%; also: some compounds past the cut are filed as inactive
# STEP inh: inhibitors of human striatal-enriched phosphatase STEP. P54829. recombinant STEP, OMFP fluorogenic substrate, fluorescence. inhibition, % at 20 µM. actives 0.25% (n = 360,000);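 active = inhibition at 20 µM, scaled per plate between control wells, above about 37%, limit read from the data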;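 also: 0% = DMSO with enzyme and substrate and 100% = substrate only without enzyme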
# Target sequence (P54829 whole entry, looked up): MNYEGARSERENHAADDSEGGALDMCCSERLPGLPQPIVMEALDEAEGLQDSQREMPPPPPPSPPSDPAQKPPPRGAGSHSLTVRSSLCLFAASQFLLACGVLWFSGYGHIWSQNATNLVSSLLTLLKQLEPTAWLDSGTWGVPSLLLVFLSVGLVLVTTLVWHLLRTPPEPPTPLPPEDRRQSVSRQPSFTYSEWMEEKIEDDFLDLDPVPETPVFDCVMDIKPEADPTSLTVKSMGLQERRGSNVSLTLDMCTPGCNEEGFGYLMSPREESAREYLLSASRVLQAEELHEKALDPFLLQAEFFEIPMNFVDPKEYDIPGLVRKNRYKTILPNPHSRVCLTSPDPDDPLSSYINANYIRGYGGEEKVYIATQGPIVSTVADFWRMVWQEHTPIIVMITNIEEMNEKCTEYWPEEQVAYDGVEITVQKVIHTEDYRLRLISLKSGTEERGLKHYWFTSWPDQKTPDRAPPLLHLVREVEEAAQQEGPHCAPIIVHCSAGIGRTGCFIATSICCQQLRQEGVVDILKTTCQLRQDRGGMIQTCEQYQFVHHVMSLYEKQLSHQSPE
#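 Material: STEP (striatal-enriched tyrosine phosphatase) enzyme, cell-free; Compound dosing: 20 µM single dose in 1% DMSO; Technique: fluorescence read at 480 nm ex / 540 nm em; Times: reaction 20 min, ambient temperature; Medium: 50 mM Bis-Tris pH 6.0 with 2.5 mM DTT and 0.005% Tween 20; Also added: OMFP at 25 µM.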
# Scp1 inh: blocks human Scp-1 phosphatase activity; inhibition, % at 20 µM; actives 0.88% (n = 340,000); Recombinant Scp1, phosphopeptide, malachite green phosphate absorbance; Q9GZU7;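 active = inhibition above about 50% at 20 µM, limit read from the data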;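 also: plate controls were DMSO wells with enzyme for no effect and wells lacking enzyme for full effect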
# Target sequence (Q9GZU7 76-261 limits assumed): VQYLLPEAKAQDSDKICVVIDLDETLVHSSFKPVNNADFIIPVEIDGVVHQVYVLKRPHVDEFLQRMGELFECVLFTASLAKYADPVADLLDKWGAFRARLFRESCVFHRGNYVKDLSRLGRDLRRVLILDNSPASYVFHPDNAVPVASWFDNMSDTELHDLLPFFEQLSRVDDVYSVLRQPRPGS
#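 Test system – truncated SCP-1 phosphatase (76-261aa) · Reagent – Phosphorylated 17-residue peptide substrate · Incubation – 45 min room-temperature reaction, 5 min colour, 30 min stabiliser · Detection – colorimetric phosphate reagent with accelerator and stabiliser, absorbance at 630 nm · Measure – % inhibition at 20 µM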
# * hit, by the source's call; i = inactive; . = not tested or not shown.
SMILES,Tb MetRS inh,DNMT1 inh,LMPTP inh,PABP1 MLLE inh,CSN deneddyl inh,SUMO1-SIM PPI,Rpn11 block,NadD block,STEP inh,Scp1 inh
COc1ccc(OC)c(NC(=O)C(C)OC(=O)c2cc3ccccc3[nH]2)c1 (stereo not drawn),-0.6,-2,1.5,-11,1,0,i,-16,2,-10
O=C(O)CC(NC(=O)c1sc2ccccc2c1Cl)c1ccc(OC2CCCC2)cc1 (stereo not drawn),-0.5,2,0.0,-7,-10,-2,i,14,2,25
CCN1CCN(CCCNc2ncnc3nc[nH]c23)CC1,-0.9,-7,-9.1,3,1,-41,i,6,0,-45
COc1ccc2nc(SCC(=O)NCc3ccccc3)[nH]c2c1,-0.2,6,-0.5,8,4,-5,i,-15,-2,1
O=C(Nc1cccc(Br)c1)c1ccc(CSc2ccccc2)cc1,-1.6,-2,2.5,7,0,-3,i,5,0,-6
O=C(NCC1CCCO1)c1ccc2c(=O)n(Cc3ccc(Cl)cc3)c(=S)[nH]c2c1 (stereo not drawn),-0.7,2,0.2,-59,10,-4,i,4,-1,-6
COc1ccc(C(=O)NCC(=O)N/N=C/c2cn(C)c3ccccc23)cc1OC,-0.1,-3,-0.3,-6,1,-4,i,4,0,-7
O=C(Oc1ccc(C(=S)N2CCOCC2)cc1)c1ccc([N+](=O)[O-])cc1[N+](=O)[O-],-0.1,0,-1.7,12,2,-32,i,-8,1,-4
CCCCNC(=O)C1CCN(c2nc(C)cc(C)n2)CC1,-0.5,0,-0.2,0,10,-1,i,9,1,-17
CCCn1c2ccccc2c2cc(C(=O)O)ccc21,-0.2,4,-1.0,-3,-1,1,i,-5,0,0
CC(C)NC(=O)C(c1ccc(F)cc1)N(C(=O)CCC(=O)Nc1ccccn1)C1CCCCC1 (stereo not drawn),-1.2,1,-1.5,9,1,0,i,-8,-4,5
Cc1c(CC(=O)NCCCCCC(=O)O)c(=O)oc2cc3c(cc12)CCC(C)(C)O3,-0.3,0,0.0,-8,5,-2,i,0,0,-6
O=C(NC(=S)Nc1ccc(N2CCOCC2)cc1)c1ccco1,-0.3,-3,1.9,21,-15,3,i,0,2,-5
O=C(Nc1ccccc1Cl)OC1CCCCC1,-0.3,0,0.9,8,4,3,i,-6,4,-6
Cc1ccccc1NC(=O)/C=C1\SC(=O)NC1=O,-0.8,1,-0.3,0,2,-6,i,-6,1,-5
CCc1cc[n+](-c2nc([O-])sc2C=O)cc1,-1.1,-1,18,99,-27,-3,i,3,-2,-12
Cc1onc(C(=O)NCc2cccs2)c1[N+](=O)[O-],-0.3,-1,-0.1,9,0,-13,i,-1,1,-4
CC1(CNC(=O)C(=O)NCC2(C)CO2)CO1 (stereo not drawn),0.2,0,-0.9,-4,0,2,i,-5,-2,-8
COc1cccc(NC(=O)C(Sc2nnc(-c3ccncc3)n2-c2ccc(Cl)cc2)c2ccccc2)c1 (stereo not drawn),0.1,-27,5.3,-44,-8,0,i,22,-2,9
CC1CC(C)CN(S(=O)(=O)c2ccc3c(c2)oc(=O)n3CC(=O)N2CCOCC2)C1 (stereo not drawn),-0.3,1,-1.9,2,-1,0,i,4,-2,27
COc1ccccc1NC(=O)CSc1nnnn1C1CCCC1,0.1,2,-0.4,-5,8,-5,i,-5,-2,-4
CCC(C)c1ccccc1NC(=O)CN(C)CC(=O)Nc1ccccc1SC (stereo not drawn),-0.2,-1,-7.1,1,1,-1,i,-17,0,-5
COc1ccc(C2c3sc(=O)[nH]c3SC3C4CCC(C4)C23)cc1 (stereo not drawn),0.7,-2,-1.1,19,-1,-1,i,11,1,-13
O=C(O)c1ccc(-c2nc(-c3ccc(Cl)cc3Cl)cs2)cc1,-0.6,1,-0.5,1,6,-11,i,3,1,-1
Cc1noc(C)c1S(=O)(=O)NCc1ccc(CN(C)C)cc1,-0.3,-1,-3.5,11,-1,-10,i,2,-1,-2
# Additional structures follow.
SMILES,Tb MetRS inh,DNMT1 inh,LMPTP inh,PABP1 MLLE inh,CSN deneddyl inh,SUMO1-SIM PPI,Rpn11 block,NadD block,STEP inh,Scp1 inh
COc1cc(CN(C)CC2CCCN(CCc3cccc(C(F)(F)F)c3)C2)ccc1O (stereo not drawn),1.7,0,4.1,-1,-3,-3,i,-5,5,-10
CC(=O)c1c(C(C)=O)c(C)n(-c2nc(-c3ccc(C)c(C)c3)c(C)s2)c1C,0.1,-6,0.7,2,3,1,i,-2,2,-8
O=C(CCS(=O)(=O)Cc1ccccc1)NC1CCCCC1,-0.3,3,-0.8,-4,0,-4,i,4,-3,-6
O=C(C(c1ccccc1)c1ccccc1)N1CCN(CC(O)COc2ccccc2)CC1 (stereo not drawn),0.5,-1,0.0,-15,-7,-1,i,0,-1,0
CCCCC(=O)NS(=O)(=O)c1ccc(NS(C)(=O)=O)cc1,-0.1,2,-1.9,-7,-5,4,i,2,-3,-4
COC(=O)c1nn(-c2ccccc2)c(Cl)c1/C=N/OC(=O)c1ccc(Cl)c(Cl)c1,-0.2,31,1.3,-2,-8,-2,i,0,6,-3
COc1ccc(C(OC(=O)c2ccco2)C(=O)NCC2CCCO2)cc1 (stereo not drawn),-0.2,1,-1.5,0,2,-2,i,-3,4,-6
CCOc1ccc(S(=O)(=O)NCCC(=O)NNC(=O)c2ccc(F)cc2)cc1,-0.3,4,4.1,3,-3,-3,i,0,-2,.
CCC(CC)NC(=O)Nc1ccccc1C,-0.1,1,-0.6,-9,0,3,i,0,2,-5
CC(=O)Oc1ccc(Cl)cc1CN(C(C)=O)C1CCCCC1,-0.1,-1,0.9,21,2,12,i,-4,-2,-8
O=C1CC(Nc2ccc(N3CCOCC3)cc2)C(=O)N1c1cccc(C(F)(F)F)c1 (stereo not drawn),-0.8,-17,1.9,22,-3,-23,i,0,3,-6
COC(=O)c1[nH]c2ccc(F)cc2c1NC(=O)Nc1ccc(OC)cc1,-0.2,10,-1.0,4,1,3,i,-3,-1,-2
COc1cccc(CNC(=O)CCNS(=O)(=O)c2ccc(Br)s2)c1,0.8,2,-1.2,-3,0,6,i,-4,-2,-20
O=C(C1CC1)N1CCN(c2ccc([N+](=O)[O-])cc2)CC1,-0.3,-2,1.0,0,1,-31,i,-5,-2,-4
O=C(O)c1ccccc1C(=O)Nc1ccc(-c2csc(-c3ccccc3)n2)cc1,-0.3,-4,0.4,10,-3,-4,i,7,8,0
CC1(Cc2ccc3c(c2)OCO3)C(=O)Nc2c(Cl)ccc(Cl)c21 (stereo not drawn),-0.3,5,2.5,-4,-3,4,i,-3,2,.
CCn1c(SCC(=O)c2cc(C)n(C)c2C)nnc1-c1ccccc1,-0.6,-3,1.1,-1,0,0,i,-2,0,-10
CC(C)C12CN(C(=O)c3ccccc3[N+](=O)[O-])CC(C(C)C)(CN(C(=O)c3ccccc3[N+](=O)[O-])C1)C2=O,0.1,-1,-0.9,8,2,-17,i,2,-2,-10
O=C(c1ccc(COc2ccccc2)o1)N1CCN(S(=O)(=O)c2ccccc2Cl)CC1,0.0,-1,0.4,-1,-7,-1,i,-11,0,-8
c1ccc(CN2CCC(Nc3nc(-c4cccs4)nc4ccccc34)CC2)cc1,-0.6,19,49,5,0,-1,i,12,0,-19
CCOC(=O)N1CCN(C(=O)CS(=O)(=O)c2cn(Cc3cccc(F)c3)c3ccccc23)CC1,-0.5,-1,-0.9,7,-1,-3,i,4,-1,4
Cn1ncc2c1ncn1nc(CCc3ccccc3)nc21,-1.5,-1,0.6,2,1,-2,i,8,-2,-4
CC1(C)Cc2nc(Cl)c(C(=O)O)cc2CO1,-0.5,-2,-1.0,-1,-1,4,i,-3,-2,3
COc1ccc(C(=O)COC(=O)Cc2n[nH]c(=O)c3ccccc23)c(OC)c1,-0.2,3,-0.5,15,-2,5,i,-5,-1,-6
Cc1ccc(S(=O)(=O)N(C)Cc2ccccc2)cc1C(=O)N1CCCCC1,-1.0,-1,-0.9,-3,1,-3,i,-4,-1,-1
# (list continues)
SMILES,Tb MetRS inh,DNMT1 inh,LMPTP inh,PABP1 MLLE inh,CSN deneddyl inh,SUMO1-SIM PPI,Rpn11 block,NadD block,STEP inh,Scp1 inh
CN(C)c1nc(N)c(C#N)c(C#N)c1C#N,-0.4,-1,-1.7,-3,9,-32,i,-1,-2,5
Cc1cc(C(=O)N2CCC(C(N)=O)CC2)c(C)o1,-0.7,-1,-0.9,3,-1,-1,i,2,1,4
Cc1cccc(C(=O)OCC(=O)NC(=O)c2ccccc2)c1O,-0.3,11,-0.8,12,-4,1,i,4,3,-5
Cc1ccc(C(=O)N2CC(C)CC(C)C2)cc1S(=O)(=O)N1CCCCC1 (stereo not drawn),-0.3,7,-7.5,8,-3,-3,i,8,-4,-10
CCOC(=O)C1(C)CCN1C(=O)c1cc(-c2ccc(Cl)cc2)oc1C (stereo not drawn),-0.3,3,-0.2,-3,-5,-3,i,0,1,.
CC1(C)CC(=O)C2=C(C1)OC(=O)CC2c1cccs1 (stereo not drawn),-0.7,3,-0.4,-4,8,20,i,-3,-1,-4
CC1(C)Cc2c(sc3c2c(=O)n(Cc2ccccc2)c2nncn32)CO1,-0.5,2,-0.1,-7,2,2,i,-2,2,-2
C[C@H](CO)N1C[C@H](C)[C@@H](CN(C)CC2CC2)Oc2c(NS(=O)(=O)c3ccccc3)cccc2C1=O,-0.1,-2,-1.5,-5,-6,6,i,5,-2,-8
O=C1CN2C(=Nc3ccc(Cl)cc3C2c2ccccc2)CN1 (stereo not drawn),-0.9,-4,-1.8,1,-2,2,i,8,0,-2
O=C(Nc1nc2ccccc2s1)C1c2ccccc2Oc2ccccc21,-0.9,-15,5.7,16,-1,0,i,8,0,-18

# Quoted at random: four compounds from above
SMILES,Tb MetRS inh,DNMT1 inh,LMPTP inh,PABP1 MLLE inh,CSN deneddyl inh,SUMO1-SIM PPI,Rpn11 block,NadD block,STEP inh,Scp1 inh
CN(C)c1nc(N)c(C#N)c(C#N)c1C#N,-0.4,-1,-1.7,-3,9,-32,i,-1,-2,5
Cc1cc(C(=O)N2CCC(C(N)=O)CC2)c(C)o1,-0.7,-1,-0.9,3,-1,-1,i,2,1,4
O=C(Nc1nc2ccccc2s1)C1c2ccccc2Oc2ccccc21,-0.9,-15,5.7,16,-1,0,i,8,0,-18
CC1(C)CC(=O)C2=C(C1)OC(=O)CC2c1cccs1 (stereo not drawn),-0.7,3,-0.4,-4,8,20,i,-3,-1,-4
